Bioassay records as filed in PubChem.
CBFb-RUNX1 inh – qHTS Assay for Compounds Blocking the Interaction Between CBF-beta and RUNX1 for the Treatment of Acute Myeloid Leukemia. AlphaScreen CBFb-His/RUNX1-biotin binding, biochemical. Potency, µM (doses to about 59.8 µM), without a hit: at the top dose activity, negative = inhibition, usual class: inhibitors. 230,000 tested, under 10 active. AID 1477, 2009. Runt-related transcription factor 1 (Homo sapiens) + Core-binding factor subunit beta …; note: % of control where 0% means no effect
Target sequence (Q01196 whole entry, looked up): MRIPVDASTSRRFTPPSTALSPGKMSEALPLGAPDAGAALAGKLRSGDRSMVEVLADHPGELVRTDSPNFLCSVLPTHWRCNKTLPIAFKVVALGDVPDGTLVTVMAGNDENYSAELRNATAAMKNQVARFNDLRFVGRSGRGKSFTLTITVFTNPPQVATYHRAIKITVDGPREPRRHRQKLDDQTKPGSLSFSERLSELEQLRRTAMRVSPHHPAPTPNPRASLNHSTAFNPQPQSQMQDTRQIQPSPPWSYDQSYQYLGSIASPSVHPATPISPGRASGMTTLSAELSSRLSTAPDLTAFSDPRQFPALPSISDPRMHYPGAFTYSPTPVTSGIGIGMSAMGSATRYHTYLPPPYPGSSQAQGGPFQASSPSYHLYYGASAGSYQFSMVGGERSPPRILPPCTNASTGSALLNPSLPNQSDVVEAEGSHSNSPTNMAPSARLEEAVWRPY
Target sequence (Q13951 whole entry, looked up): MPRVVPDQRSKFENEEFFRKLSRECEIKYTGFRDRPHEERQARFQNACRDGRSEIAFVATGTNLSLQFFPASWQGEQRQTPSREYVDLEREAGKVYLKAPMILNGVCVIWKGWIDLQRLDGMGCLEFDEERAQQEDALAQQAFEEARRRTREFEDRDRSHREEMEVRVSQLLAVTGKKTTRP
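Proteins preincubated together for 20 min at RT before compound addition; 15 min later, nickel and streptavidin beads were added and left 90 min prior to AlphaScreen measurement.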
GLA spleen mod – qHTS Assay for Inhibitors and Activators of Human alpha-Galactosidase From Spleen Homogenate | Alpha-galactosidase A (Homo sapiens), P06280 | human spleen homogenate, 4MU-alpha-Gal fluorescence, 40 min | Potency, µM (highest dose often 80 µM), for the others: at the highest dose activity change, negative = inhibition, most hits filed as inhibitors | 240,000 tested, 0.008% active | AID 2107, 2009;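 note: potency is the fitted concentration of half-maximal effect; 0% = enzyme with vehicle and -100% = no enzyme basal signal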
Target sequence (P06280 32-429 limits assumed): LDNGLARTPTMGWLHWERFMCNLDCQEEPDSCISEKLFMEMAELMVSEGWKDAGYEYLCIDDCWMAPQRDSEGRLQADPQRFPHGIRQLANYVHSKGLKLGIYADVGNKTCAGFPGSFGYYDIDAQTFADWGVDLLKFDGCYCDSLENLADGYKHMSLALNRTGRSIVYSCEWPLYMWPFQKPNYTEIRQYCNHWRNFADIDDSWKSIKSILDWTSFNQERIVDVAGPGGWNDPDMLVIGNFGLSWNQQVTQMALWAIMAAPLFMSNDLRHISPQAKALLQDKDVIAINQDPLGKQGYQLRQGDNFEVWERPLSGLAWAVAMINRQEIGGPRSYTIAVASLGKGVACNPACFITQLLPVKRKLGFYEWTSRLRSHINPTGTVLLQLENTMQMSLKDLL
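Human spleen homogenate (1 ug) was the enzyme source, with 4-methylumbelliferyl-alpha-D-galactopyranoside (1 mM final) in pH 5.0 citrate buffer with 0.01% Tween-20. Compounds were titrated; after 40 min at 37C, NaOH/glycine stop, 4-MU fluorescence read; AC50 from Hill fits.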
TR SRC2 fluor cs – Total Fluorescence Counterscreen for Inhibitors of the Interaction of Thyroid Hormone Receptor and Steroid Receptor Coregulator 2; AID 1479, 2009; TRb/SRC2 Texas Red total fluorescence interference; Potency, µM (doses to about 106 µM), for the others: at the highest dose fluorescence change, negative = quenching; 280,000 tested, 0.29% active; active = well fitted curve in either direction with a large enough effect; inconclusive = small, poorly fitted or top-dose-only effect; note: potency is the fitted concentration of half-maximal effect; % is set by controls: 0 for no effect and ±100 for the full control effect
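Human TRb ligand-binding domain at 0.6 uM with 20 nM Texas Red SRC2 peptide in Tris buffer containing 1 uM T3 and 5% DMSO, incubated with compound 5 h at ambient temperature. Total fluorescence (555/632 nm) calculated as parallel + 2 × perpendicular.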
NPSR antag – qHTS Assay for Antagonists of the Neuropeptide S Receptor: cAMP Signal Transduction; Potency, µM (doses to about 38.3 µM), without a hit: at the top dose activity change, negative = inhibition, hits mostly inhibitors; CHO-NPSR cells, cAMP TR-FRET, antagonist mode; AID 1461, 2008; Q6W5P4; 220,000 tested, 1% active; note: potency is the fitted concentration of half-maximal effect; % is set by controls: 0 for no effect and ±100 for the full control effect; nearly all actives have a fitted effect of over 50% in size; many of its hits are not listed in these tables
Epigenetic derep – Quantitative High-Throughput Screen for Regulators of Epigenetic Control | murine LDR cells, GFP reporter derepression, 30 h | Potency, µM (titrated, usually from 53.9 µM), for the others: at the top dose GFP activation, most hits filed as activators | 280,000 tested, 0.2% active; note: potency is the fitted concentration of half-maximal effect; % of control where 0% means no effect; nearly all actives have a fitted effect of over 60% in size
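Derepression of a silenced CMV-GFP reporter in murine LDR cells is scored by enumerating GFP-positive cells with a laser-scanning microplate cytometer after 30 hours of treatment at 37 C.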
Tau fibril FP – qHTS for Inhibitors of Tau Fibril Formation, Fluorescence Polarization. Microtubule-associated protein tau (Homo sapiens), P10636. K18 P301L tau heparin fibrillization, Alexa594 FP, 6 h. Potency, µM (top dose mostly 57.7 µM), for the others: top-dose activity, negative = inhibition, actives largely listed as inhibitors. 280,000 tested, 0.39% active; note: potency is the fitted concentration of half-maximal effect; % is set by controls: 0 for no effect and ±100 for the full control effect; nearly all actives have a fitted effect of over 55% in size
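Heparin (20 uM) drove fibril formation of recombinant tau K18 P301L, 15 uM unlabeled with 0.24 uM Alexa 594 label, for 6 hr at 37 C in 100 mM sodium acetate pH 7. Fluorescence polarization (555/632 nm) read 1 hr after 30 uM ThT.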
Tau fluor cs – Counterscreen qHTS for Inhibitors of Tau Fibril Formation, Fluorescence Polarization; AID 1463, 2008; 280,000 tested, 0.93% active; tau K18 P301L (four-repeat tau fragment) Alexa594 fluorescence, heparin fibrillization; Potency, µM (series often up to 57.7 µM), for inactives: at the highest dose activity change, negative = decrease; note: potency is the fitted concentration of half-maximal effect; % is set by controls: 0 for no effect and ±100 for the full control effect; nearly all actives have a fitted effect of over 55% in size
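Human K18 P301L tau (15 uM unlabeled plus 0.24 uM Alexa 594-labeled, final) in 100 mM sodium acetate pH 7 was mixed with compound and 20 uM heparin and incubated 6 hr at 37 C.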
TRb-SRC2 inh – qHTS for Inhibitors of the Interaction of Thyroid Hormone Receptor and Steroid Receptor Coregulator 2. TRbeta-SRC2 peptide binding, fluorescence polarization; receptor liganded with 1 µM T3. AID 1469, 2008. 280,000 tested, 0.065% active. Thyroid hormone receptor beta (Homo sapiens), P10828. Potency, µM (top dose mostly 106 µM), for inactives: top-dose activity change, negative = inhibition, usual class: inhibitors;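 note: potency is the fitted concentration of half-maximal effect; plate controls were bound peptide for no effect and peptide without receptor for full effect; nearly all actives have a fitted effect of over 50% in size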
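TRb LBD 0.6 uM + Texas Red SRC2 peptide 20 nM, 1 uM T3, Tris buffer w/ 5% DMSO; compound pinned, 5 h RT; FP read ex 555/em 632; normalized to unbound and bound controls.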
* = called active by the depositor; u = inconclusive; x = no result given; [ ] = dose if it differs, or a comment. Unless noted, calls come from the whole dose curve; as a rule, active = well fitted curve in the direction sought with a large enough effect; inconclusive = small, poorly fitted or top-dose-only effect, or another doubt; inactive = no such curve, though single readings can be large; an effect the other way counts as inactive or inconclusive. An excerpt; count on the stated rates, not on these rows.

Every second line gives: CBFb-RUNX1 inh	TRb-SRC2 inh	NPSR antag	TR SRC2 fluor cs	Tau fibril FP	Epigenetic derep	GLA spleen mod	Tau fluor cs
Cc1ccc(S(=O)(=O)N(C)C)cc1NC(=O)CN1C(=O)NC2(CCCc3ccccc32)C1=O (stereo not given)
  1%	-4%[53 µM]	0%	-1%[53 µM]	1%	-1.3%	0%	-1%
CCOc1ccc(-c2[nH]ncc2-c2csc(C)n2)c(O)c1
  4%	-10%	-8%[46.1 µM]	1%	7%	-0.9%	-6%	-16%
c1ccc(CN2CCN(CCN3CCn4c3nc3ccccc34)CC2)cc1
  2%	2%	0%[46.1 µM]	-1%	5%	-2.9%	-2%	-1%
CN(C1CC(C)(C)N(O)C(C)(C)C1)S(=O)(=O)CC12CCC(CC1=O)C2(C)C (stereo not given)
  -1%	0%	1%	4%	7%	-0.6%	5%	1%
Cc1ccc(S(=O)(=O)c2cc3cc(C(=O)Nc4ccc(C)cc4C)ccc3oc2=O)cc1
  x	1%	x	u	-2%	1.1%	x	3%
O=[N+]([O-])c1cc(Oc2cccnc2)cc([N+](=O)[O-])c1
  -13%	-1%	25%	1%	9%	-4.8%	0%	2%
O=C(Nc1ccc2c(c1)OCO2)C1CCCN(c2nc3ccccc3s2)C1 (stereo not given)
  0%	6%	4%[46.1 µM]	2%	u	-1.9%	-11%	u
COC(=O)[C@H](COC(C)(C)C)NC(=O)O[C@@H]1Cc2cc(OC)ccc2O[C@H]1c1cccc(OC)c1
  -14%	2%	x	-1%	1%	-1.1%	19%	-11%
CCCCn1c(CCC(=O)O)ccc1-c1cccs1
  0%	-8%	-3%[46.1 µM]	-1%	-1%	-0.8%	0%	1%
Cc1ccccc1CSc1nnc([C@@H]2CCCN2)o1
  6%	1%	-5%	-2%	9%	1.1%	-5%	1%
O=C1NC2(CCCCC2)C(=O)N1c1ccccc1
  2%	-1%	5%[46.1 µM]	-8%	0%	0.0%	-3%	-5%
O=C(CCN1C(=O)c2cccc3cccc(c23)C1=O)N1CCN(c2ccccc2F)CC1
  5%	9%	5%	3%	5%	1.3%	2%	4%
CN(c1ccccc1)S(=O)(=O)c1ccc(C(=O)N2CCc3ccccc3C2)cc1
  9%	-2%	-28%	-1%	0%	-0.1%	5%	-6%
Cn1nnc2c(N3CCN(c4ccc(F)cc4)CC3)ncnc21
  x	-3%	x	0%	-2%	0.0%	x	-9%
O=C(Nc1ccc2ccccc2n1)Nc1cccs1
  1%	5%	-2%	-5%	-2%	3.2%	12%	-11%
CCc1ccc(NC(=O)/C(C#N)=C/c2cc3ccc(C)cc3nc2N2CCOCC2)cc1
  10%	3%	-32%	0%	12%	u	-2%	0%
O=C(CCn1c(=O)c2ccccc2n(Cc2cccc(Cl)c2)c1=O)NCCc1ccccc1
  x	3%	x	-2%	0%	4.0%	x	-2%
O=C(CSc1nnc(NCc2ccccc2)s1)NC1CCS(=O)(=O)C1 (stereo not given)
  4%	-4%	10%	-2%	-2%	0.0%	2%	6%
Cc1ccc(SC(C)C(=O)Nc2ncn[nH]2)cc1 (stereo not given)
  6%	6%	-9%[46.1 µM]	-1%	-1%	0.0%	1%	4%
COc1ccc2sc(N(Cc3cccnc3)C(=O)COc3ccccc3)nc2c1
  x	-1%	x	2%	-14%	-0.6%	x	-16%
CCCn1c(SCC(=O)N2CCN(c3ccc(OC)cc3)CC2)nc2c1c(=O)n(C)c(=O)n2C
  -4%	8%	-2%[46.1 µM]	-3%	9%	-1.8%	9%	-6%
Cc1cccc(NC(=S)NC2CC3CCCC(C2)N3Cc2cccs2)c1 (stereo not given)
  -4%	-13%	-3%[46.1 µM]	-1%	0%	-3.2%	-13%	-13%
CSCCC(NC(=O)C1CCC(C)CC1)C(=O)NCCN1CCOCC1 (stereo not given)
  9%	-2%	-1%[46.1 µM]	-1%	1%	-2.1%	9%	u
O=C(O)c1ccc(Nc2nc3c(s2)CCCC3)cc1
  -1%	-1%	-17%	-3%	-2%	-1.3%	-4%	-6%
Cc1cccc(OCCNc2ccc(C(F)(F)F)cc2[N+](=O)[O-])c1
  23%	-1%	9%	-4%	-1%	0.0%	5%	-5%
Cn1nc(C(=O)N2CCN(c3ccc(Cl)cc3)CC2)c2c1-c1ccccc1S(=O)(=O)C2
  x	-4%	x	13%	-8%	0.8%	x	-15%
COc1ccc(C(=O)n2nc(-c3ccco3)nc2NCc2cccs2)cc1
  x	1%	x	6%	-13%	0.0%	x	u
CN1CCN(Cc2c(O)ccc3occ(C(=O)c4ccccc4)c23)CC1
  6%	7%	0%[46.1 µM]	-2%	14%	-5.8%	-12%	2%
CC(C)c1nn2c(=O)cc(COC(=O)c3ccccc3NC(=O)C3CCCCC3)nc2s1
  x	3%	x	-2%	1%	-5.0%	x	0%
CC(C)c1ccc(S(=O)(=O)c2cc3cc(Br)ccc3oc2=O)cc1
  -3%	9%	-52%	0%	-2%	0.0%	-7%	2%

Another view of three compounds above:
smiles: O=C(CSc1nnc(NCc2ccccc2)s1)NC1CCS(=O)(=O)C1 (stereo not given)
  CBFb-RUNX1 inh: 4%; TRb-SRC2 inh: -4%; NPSR antag: 10%; TR SRC2 fluor cs: -2%; Tau fibril FP: -2%; Epigenetic derep: 0.0%; GLA spleen mod: 2%; Tau fluor cs: 6%

smiles: CCCn1c(SCC(=O)N2CCN(c3ccc(OC)cc3)CC2)nc2c1c(=O)n(C)c(=O)n2C
  CBFb-RUNX1 inh: -4%; TRb-SRC2 inh: 8%; NPSR antag: -2%[46.1 µM]; TR SRC2 fluor cs: -3%; Tau fibril FP: 9%; Epigenetic derep: -1.8%; GLA spleen mod: 9%; Tau fluor cs: -6%

smiles: Cn1nc(C(=O)N2CCN(c3ccc(Cl)cc3)CC2)c2c1-c1ccccc1S(=O)(=O)C2
  CBFb-RUNX1 inh: x; TRb-SRC2 inh: -4%; NPSR antag: x; TR SRC2 fluor cs: 13%; Tau fibril FP: -8%; Epigenetic derep: 0.8%; GLA spleen mod: x; Tau fluor cs: -15%

The results go on.
Every second line gives: CBFb-RUNX1 inh	TRb-SRC2 inh	NPSR antag	TR SRC2 fluor cs	Tau fibril FP	Epigenetic derep	GLA spleen mod	Tau fluor cs
CCn1c(SCC(=O)N2CCc3ccccc32)nnc1-c1c[nH]c2ccccc12
  8%	-8%	-28%[46.1 µM]	-2%	-9%	0.0%	3%	-22%
CCCCCCCCCCCCSCCOCCO
  13%	3%	x	0%	-7%	-1.5%	7%	-6%
Cc1cccc(NC(=O)C2(c3ccccc3)CCOCC2)c1
  15%	-6%	-3%	0%	-13%	-0.1%	4%	-1%
CC(C)COc1ccc(C(=O)N/C(=C\c2cccc([N+](=O)[O-])c2)C(=O)O)cc1
  -4%	1%	-4%	-3%	2%	0.3%	4%	-11%
COc1ccc(C2C(=O)N(C3CCCCCC3)CC(=O)N2CCC2=CCCCC2)cc1 (stereo not given)
  x	-7%	x	0%	-13%	1.6%	x	-10%
COc1ccc(CCNC(=O)CN2C(=O)c3ccccc3S2(=O)=O)cc1
  10%	-3%	13%[46.1 µM]	-3%	-8%	1.2%	1%	-12%
Cc1cc(C(=O)OCC(=O)c2cccs2)c2ccccc2n1
  10%	-3%	12%	-3%	6%	1.1%	-3%	-5%
O=C(c1ccco1)N1CCN(c2ncnc3c2[nH]c2ccc(Cl)cc23)CC1
  -4%	-6%	8%	-8%	0%	0.0%	3%	-12%
COC(=O)C1=C[C@@H](C(=O)OC)C2C3=C(C(=O)[C@@]2(C)NC(=O)c2ccccc2)[C@H](c2ccccc2)[C@@H]2C(=O)N(c4ccccc4)C(=O)[C@@H]2[C@@H]3C1 (stereo not given in full)
  -4%	6%	x	-1%	x	x	-4%	x
CCOC(=O)c1[nH]c2ccccc2c1NC(=O)CC(C)C
  7%	5%	2%	-2%	-2%	1.1%	-1%	-13%
CC1=Nc2ccccc2N=C(NC(=O)c2ccccc2)C1c1ccc(Cl)cc1 (stereo not given)
  6%	9%	u	0%	-9%	4.5%	7%	u
Cc1ccc(NC(=O)CSc2nnnn2C)cc1S(=O)(=O)N(C)C
  -1%	8%	21%	1%	1%	-0.9%	-3%	-7%
CCC1=Nc2cc(C(=O)N3CCC(C)CC3)ccc2Sc2ccc(C)cc21
  x	-7%	x	0%	-5%	-0.4%	x	-5%
CCOc1ccc(CNC(=O)c2ccc(NC(=O)N3CCCCc4ccccc43)cc2)cc1OC
  x	-7%	x	0%	-1%	0.0%	x	0%
Cc1cc2ccccc2n2c(SCC(=O)N3CCc4ccccc4C3)nnc12
  5%	0%	-7%[46.1 µM]	-2%	1%	2.0%	-12%	-8%
CC(CC1CC(C)(C)OC1=O)C(=O)Nc1nncs1 (stereo not given)
  -2%	5%	-4%[46.1 µM]	0%	-3%	2.2%	-1%	-10%
CN(N=O)C(=O)N[C@H]1C(O)C(O)C(CO)O[C@@H]1O (stereo not given in full)
  7%	6%	x	1%	-1%	0.0%	8%	-6%
O=C(c1ccccc1)c1ccc(COC(=O)c2cnccn2)cc1
  -1%	-3%	14%	-4%	6%	2.3%	6%	-3%
O=C1[C@H]2CCC=C[C@H]2[C@H](c2ccccc2Br)N1Cc1ccccc1
  12%[89.1 µM]	-7%	x	-1%	0%[81.3 µM]	-1.9%	-8%[119 µM]	-18%[81.3 µM]
COc1ccc(CCNC(=O)CCCCn2c(=O)[nH]c3ccccc3c2=O)cc1OC
  -3%	-1%	0%[46.1 µM]	0%	-6%	-1.1%	9%	-10%
